GLP1R ag: qHTS of GLP-1 Receptor Agonists; HEK293 GLP-1R CRE-luciferase, luminescence, 4-6 h; cells express a hypersensitive GLP-1R form; Potency, µM (series often up to 45.6 µM), without a hit: top-dose activation, usual class: activators; AID 624172, 2012; Glucagon-like peptide 1 receptor (Homo sapiens), P43220; 380,000 compounds, 0.007% hits; further: potency means the concentration at half of the fitted maximal effect; % of control where 0% means no effect
Target sequence (P43220 whole entry, looked up): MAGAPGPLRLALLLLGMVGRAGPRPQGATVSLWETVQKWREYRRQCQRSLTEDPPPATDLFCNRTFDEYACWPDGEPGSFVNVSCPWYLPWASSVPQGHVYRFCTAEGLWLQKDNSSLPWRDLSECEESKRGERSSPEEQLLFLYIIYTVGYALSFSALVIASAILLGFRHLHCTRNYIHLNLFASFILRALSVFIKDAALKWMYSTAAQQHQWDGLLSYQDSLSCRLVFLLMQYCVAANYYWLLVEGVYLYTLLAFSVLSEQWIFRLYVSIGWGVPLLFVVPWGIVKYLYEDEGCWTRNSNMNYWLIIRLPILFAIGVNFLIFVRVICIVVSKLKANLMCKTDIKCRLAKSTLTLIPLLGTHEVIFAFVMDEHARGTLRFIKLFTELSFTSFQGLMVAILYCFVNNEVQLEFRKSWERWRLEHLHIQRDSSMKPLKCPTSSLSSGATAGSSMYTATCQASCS
Abeta rescue: qHTS for compounds that reverse cellular toxicity of Amyloid beta (A-beta) peptide in yeast: Primary Screen. yeast expressing A-beta42, growth rescue, OD600, 48 h; response scale: 0% DMSO, 100% iron-clioquinol control. Potency, µM (doses to about 46.1 µM), inactives show at the highest dose growth rescue, most hits filed as activators. 410,000 compounds, 0.063% hits; further: potency means the concentration at half of the fitted maximal effect; nearly all actives have a fitted effect of over 55% in size
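Growth rescue measured by 600 nm absorbance after 48 h yeast culture at 30 C with compound. Values normalized between DMSO and an equimolar ferric chloride plus clioquinol control.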
PTHR1 agonist: qHTS for PTHR1 Agonists: Primary Screen; Parathyroid hormone/parathyroid hormone-related peptide receptor (Homo sapiens), Q03431; HEK293 GP2 PTHR1 cells, GloSensor cAMP luminescence, 1 h; Potency, µM (series often up to 115 µM), without a hit: top-dose activation, most hits filed as activators; 410,000 compounds, 0.075% hits; AID 743266, 2014; further: potency means the concentration at half of the fitted maximal effect; nearly all actives have a fitted effect of over 55% in size; some results filed as inactive show a strong effect at the top dose; inactives centre near -15; many of its hits are not listed in these tables
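HEK-293-derived GP2 cells expressing PTHR1 and a GloSensor cAMP reporter, 3,000/well, plated overnight, given luciferin plus IBMX (each 0.5 mM as added) for 1 h at 37 °C, then compound for 1 h at 37 °C. Luminescence was read after 15 min at room temperature.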
TDP-43 yeast inh: qHTS of TDP-43 Inhibitors | TDP-43 expressing yeast growth rescue, BacTiter-Glo, 24 h | Potency, µM (top dose mostly 46.1 µM), inactives show top-dose growth rescue (activation), hits mostly activators | 410,000 compounds, 1.8% hits | AID 652104, 2013; further: potency means the concentration at half of the fitted maximal effect; % of control where 0% means no effect; nearly all actives have a fitted effect of over 50% in size
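In this qHTS, compounds that restore growth of yeast expressing TDP-43 appear as activators. Cells (OD600=0.02, galactose medium, raffinose-pregrown) are incubated with compound 24 hr at 30 deg C and growth is quantified by BacTiter-Glo.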
aSyn yeast inh: qHTS of alpha-syn Inhibitors. Potency, µM (doses to about 46.1 µM), for the others: at the top dose growth rescue (activation), most hits filed as activators. AID 652106, 2013. Yeast expressing alpha-synuclein, growth rescue, BacTiter-Glo, 24 h. 370,000 compounds, 0.14% hits; further: potency means the concentration at half of the fitted maximal effect; % of control where 0% means no effect; nearly all actives have a fitted effect of over 65% in size
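Rescue of yeast growth: cells expressing toxic alpha-synuclein, induced in galactose at OD600 0.02, incubated with compound 24 h at 30 C. ATP luminescence quantified growth; inhibitors of toxicity appear as activators.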
D3 antag: qHTS of D3 Dopamine Receptor Antagonist: qHTS; D(3) dopamine receptor (Homo sapiens), P35462; D3R cells, DiscoveRx beta-arrestin luminescence, antagonist mode; active compounds read low; max response, negative = inhibition, %; 360,000 compounds, 2.5% hits; in the data active means max response below about -50%; inconclusive means no clear call, values can overlap the other calls; further: on the % scale 0 is the no-effect control and ±100 the full control effect; mostly tested at two doses, the higher about 12 µM
Target sequence (P35462 whole entry, looked up): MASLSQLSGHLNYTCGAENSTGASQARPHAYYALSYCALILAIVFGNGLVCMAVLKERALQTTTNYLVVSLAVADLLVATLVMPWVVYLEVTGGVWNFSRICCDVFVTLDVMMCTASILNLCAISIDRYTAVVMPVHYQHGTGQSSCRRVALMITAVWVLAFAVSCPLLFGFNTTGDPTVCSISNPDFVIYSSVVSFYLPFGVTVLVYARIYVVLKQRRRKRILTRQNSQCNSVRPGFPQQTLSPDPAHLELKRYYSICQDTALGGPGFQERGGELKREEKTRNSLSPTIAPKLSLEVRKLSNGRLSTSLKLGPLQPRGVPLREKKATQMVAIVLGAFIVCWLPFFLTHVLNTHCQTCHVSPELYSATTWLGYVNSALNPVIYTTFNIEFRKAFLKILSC
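Cells plated overnight at 1500 cells/well, then exposed to library compounds with dopamine controls for 90 minutes at 37 degrees C. DiscoveRx reagent added for 30–60 minutes at room temperature; luminescence read, quantitative HTS format.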
pAkt inh: HTS Assay for Inhibitors of Akt Phophorylation: Primary Screen | 360,000 compounds, 0.32% hits | AID 651550, 2012 | activity change, % for hits at 50 µM | Neuro2A IGF-stimulated pAkt S473 HTRF, 20 min; active compounds read low; in the data active means activity change below about -80%; inconclusive means mostly about -51% to -80%; further: on the % scale 0 is the no-effect control and ±100 the full control effect
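Single-point screen (50 µM final compound) in Neuro2A cells stimulated 20 min with 6 nM IGF at 37 deg C. After lysis, Ser473-phosphorylated Akt read by HTRF (ex 330 nm, em 615/665 nm) as the 665/615 ratio.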
GLP1R inv ag: qHTS of GLP-1 Receptor Inverse Agonists (Inhibition Mode) | HEK293 GLP-1R CRE-luciferase, luminescence, 24 h; GLP-1R form is constitutively active | Potency, µM (highest dose often 38.3 µM), for inactives: at the top dose activity change, negative = inhibition, most hits filed as inhibitors | AID 624417, 2012 | 410,000 compounds, 1.6% hits | Glucagon-like peptide 1 receptor (Homo sapiens), P43220; further: potency means the concentration at half of the fitted maximal effect; on the % scale 0 is the no-effect control and ±100 the full control effect; nearly all actives have a fitted effect of over 55% in size
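GLP-1R inverse agonism mode: basal reporter luminescence in engineered HEK293 cells measured after one day of compound exposure at 37 deg C, with a 12 min room-temperature detection step.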
FUS suppressor: qHTS for Suppressors of FUS Proteinopathy: Primary screen using FUS-linked yeast assay. S. cerevisiae FUS-expressing, growth rescue, OD600, 24 h. 390,000 compounds, 0.24% hits. Potency, µM (doses to about 76.6 µM), without a hit: at the top dose growth rescue (activation), actives largely listed as activators;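 further: potency means the concentration at half of the fitted maximal effect; plate controls were DMSO vehicle for no effect and reference control for full effect; nearly all actives have a fitted effect of over 55% in size; some results filed as inactive show a strong effect at the top dose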
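Cultures pregrown in 2.5% raffinose medium are shifted to minimal medium containing 2% galactose to express toxic FUS. Compounds are tested at several concentrations. After 24hr at 30C, growth is quantified at 600 nm absorbance.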
Active calls of the source: *; i = inactive; u = inconclusive; x = no result given; [ ] = another dose, or the depositor's remark. Unless noted, the call rests on the fitted dose curve; in most records, active means well fitted curve in the direction sought with a large enough effect; inconclusive means small, poorly fitted or top-dose-only effect, or another doubt; inactive means no such curve, though single readings can be large; an effect the other way counts as inactive or inconclusive. This is a subset; the hit share may differ from the screen's.

entry	Compound	GLP1R ag	Abeta rescue	PTHR1 agonist	TDP-43 yeast inh	aSyn yeast inh	D3 antag	pAkt inh	GLP1R inv ag	FUS suppressor
1	O=C1CCN(Cc2ccccc2)CCN1[C@H](COc1ccccc1)c1ccccc1	0%	10%	-24%	-20%	-4%	-18	i	u	-5%
2	CC(=O)Nc1cccc(C(=O)OCCCOc2ccc(F)cc2)c1	19%	-21%	-75%[inhibitor]	u	-31%[inhibitor]	-3	i	u	6%
3	CC(=O)c1cccc(NC(=O)C(C)OC(=O)CCn2c(C)csc2=O)c1 (stereo not given)	3%	-14%	-3%	17%	-1%	7	i	7%	-10%
4	Cc1cccc(N2CCN(C(=O)c3c4c(nc5ccccc35)C(=O)N(C3CCCCC3)C4)CC2)c1C	x	-8%	-10%	10%	x	x	x	5%	2%
5	Cc1nn2cc(-c3ccc(Cl)cc3)cnc2c1Br	5%	8%	-8%	6%	0%	-11	i	15%	-7%
6	CCOC(=O)C1CCCN(C(=O)/C=C/c2ccc([N+](=O)[O-])cc2)C1 (stereo not given)	2%	-16%	i	u	6%	6	i	1%	x
7	CCN(CC)C(=O)C(=O)Nc1cccc(Br)c1	10%	8%	-7%	14%	5%	-1	i	15%	-25%
8	CCN(CC)CCOCCOc1cc(C)c(Cl)c(C)c1	-1%	-4%	-7%[57.5 µM]	-18%	10%	-19	i	u	-1%
9	COc1ccccc1NC(=O)Cn1c(=O)c(CNc2ccc(C)cc2)cc2cc3c(cc21)OCCO3	21%	-6%	i	4%	7%	x	x	2%	3%
10	Cc1cc(Br)ccc1N=C1C(=O)Nc2ccccc21	0%	-13%	i	14%	2%	-7	i	6%	-29%
11	CCCCN(CC)CCCNC(=O)c1ccc(CS(=O)(=O)c2ccccc2C)o1	-4%	-15%	-19%	-3%	1%	12	i	0%	-1%
12	O=[N+]([O-])c1cc([N+](=O)[O-])c(Oc2ccc(F)cc2)cc1NN1CCCCC1	3%	-6%	i	12%	-1%	u	i	4%	-12%
13	COc1cccc(CN2C(=O)C(C)N(C(=O)c3ccccc3)c3ccccc32)c1 (stereo not given)	16%	-34%[inhibitor]	-82%[inhibitor]	-10%	-12%	-9	i	u	24%
14	Cn1c(Sc2ccc(C(=O)O)cc2[N+](=O)[O-])nnc1-c1ccccc1	1%	-19%	i	0%	14%	-2	i	-4%	13%
15	Cn1c(Cc2cccs2)n[nH]c1=S	-9%	12%	-6%[57.5 µM]	3%	-2%	-5	i	7%	2%
16	COc1ccc2c(c1)c1c(c(=O)n(-c3cccc(Cl)c3)c(=O)n1CC(=O)N1CCCC1)n2C	-1%	-13%	-11%	20%	x	x	x	1%	1%

Rewritten with one line to a screen: part of the list above.
9	COc1ccccc1NC(=O)Cn1c(=O)c(CNc2ccc(C)cc2)cc2cc3c(cc21)OCCO3
10	Cc1cc(Br)ccc1N=C1C(=O)Nc2ccccc21
11	CCCCN(CC)CCCNC(=O)c1ccc(CS(=O)(=O)c2ccccc2C)o1
12	O=[N+]([O-])c1cc([N+](=O)[O-])c(Oc2ccc(F)cc2)cc1NN1CCCCC1
13	COc1cccc(CN2C(=O)C(C)N(C(=O)c3ccccc3)c3ccccc32)c1 (stereo not given)
14	Cn1c(Sc2ccc(C(=O)O)cc2[N+](=O)[O-])nnc1-c1ccccc1
15	Cn1c(Cc2cccs2)n[nH]c1=S
16	COc1ccc2c(c1)c1c(c(=O)n(-c3cccc(Cl)c3)c(=O)n1CC(=O)N1CCCC1)n2C
entry no.,9,10,11,12,13,14,15,16
GLP1R ag,21%,0%,-4%,3%,16%,1%,-9%,-1%
Abeta rescue,-6%,-13%,-15%,-6%,-34%[inhibitor],-19%,12%,-13%
PTHR1 agonist,i,i,-19%,i,-82%[inhibitor],i,-6%[57.5 µM],-11%
TDP-43 yeast inh,4%,14%,-3%,12%,-10%,0%,3%,20%
aSyn yeast inh,7%,2%,1%,-1%,-12%,14%,-2%,x
D3 antag,x,-7,12,u,-9,-2,-5,x
pAkt inh,x,i,i,i,i,i,i,x
GLP1R inv ag,2%,6%,0%,4%,u,-4%,7%,1%
FUS suppressor,3%,-29%,-1%,-12%,24%,13%,2%,1%

(next part)
entry	Compound	GLP1R ag	Abeta rescue	PTHR1 agonist	TDP-43 yeast inh	aSyn yeast inh	D3 antag	pAkt inh	GLP1R inv ag	FUS suppressor
17	O=C(Nc1cccc(F)c1)Nc1c[nH]c(=O)[nH]c1=O	4%	-16%	-17%	-20%	-2%	35	i	14%	19%
18	Cn1c(=O)c2nc(SCC(=O)Nc3ccc(OC(F)(F)F)cc3)n(C)c2n(C)c1=O	x	-6%	i	u	x	x	x	8%	6%
19	CCc1nc2ccccc2n1Cc1cc(=O)n2cc(C)ccc2n1	4%	-4%	i	-4%	-3%	18	i	47%[activator]	7%
20	O=C(Nc1ccc([N+](=O)[O-])c(NC(=O)C2CCCO2)c1)C1CCCO1 (stereo not given)	4%	0%	-29%	-1%	-11%	7	i	15%	u
21	FC(F)Oc1ccc(C2=Nn3c(nnc3-c3ccccc3Cl)SC2)cc1OCC1CC1	-3%	-5%	1%	x	x	x	x	x	-10%
22	CCOC(=O)N1CCN(S(=O)(=O)c2ccc(C(=O)Nc3nnc(CC)o3)cc2)CC1	-1%	-1%	i	16%	2%	36	i	1%	25%
23	CCN(c1ccccc1)S(=O)(=O)c1ccc(C(=O)Nc2nnc(-c3ccco3)o2)cc1	-7%	-13%	i	-2%	13%	0	i	u	24%
24	O=C(CSc1nncc2ccccc12)Nc1ccccc1	16%	-9%	-54%[inhibitor]	12%	3%	-3	i	40%[activator]	-35%
25	O=C(O)c1nc2ccccc2nc1C(=O)O	-7%	2%	i	5%	-1%	u	i	0%	8%
26	COc1ccc(-c2cc(C(=O)Nc3ccc(S(=O)(=O)Nc4onc(C)c4C)cc3)c3ccccc3n2)cc1	-8%	x	i	-6%	-2%	-10	i	u	22%
27	CC(C)COC(=O)Cc1c(O)c2ccccc2[nH]c1=O	-2%	-5%	i	-4%	-5%	17	i	0%	x
28	NC(=O)c1nn(-c2ccccc2)nc1N	-5%	-2%	i	-1%	-2%	2	i	8%	13%
29	Cc1[nH]c2c(C)cccc2c1CCNS(=O)(=O)c1cccc([N+](=O)[O-])c1	0%	u	-26%	u	1%	u	i	-26%	x
30	CCC1=NN2C(=N)/C(=C\c3cccn3-c3ccc(C)cc3C)C(=O)N=C2S1	-5%	-22%	-16%	u	-15%	-3	i	u	u
31	O=C(Nc1ccc(F)c(F)c1)c1ccco1	-1%	9%	-22%	14%	-7%	3	i	14%	-36%
32	COC(=O)c1ccc(C(=O)OC)c(NC(=O)Oc2ccccc2)c1	6%	2%	i	-13%	5%	11	i	12%	-12%
33	O=C(c1ccc2ccccc2n1)N1CCN(S(=O)(=O)c2ccccc2)CC1	8%	-8%	i	17%	0%	-18	i	6%	-4%
34	COc1cccc(C(c2sc3nc(-c4ccco4)nn3c2O)N2CCOCC2)c1 (stereo not given)	x	7%	-31%[inhibitor]	19%	x	x	x	-2%	-6%
35	O=C(O)C1CCCN1C(=O)NC1CCCCC1 (stereo not given)	-6%	-9%	i	-2%	-13%	0	i	21%	-33%
36	CC(=O)C1=C(C)NC(C)=C(C(C)=O)C1c1cn(-c2ccccc2)nc1-c1cccs1	3%	0%	-3%[57.5 µM]	-26%	12%	0	i	u	u
37	CON(C)S(=O)(=O)NC(=O)C1=C(N2CCCC2)COC1=O	2%	-3%	i	17%	-9%	21	i	-3%	-19%
38	COc1ccc(CNC(=O)CCC2N=C3c4ccccc4N=C(SCc4cccc(F)c4)N3C2=O)cc1 (stereo not given)	x	-14%	i	-18%	x	x	x	u	u
39	O=C(Nc1cc(Cl)ccc1Oc1ccccc1)C1=COCCO1	7%	-2%	-16%	u	-13%	5	i	u	26%
40	CCC(=O)N1CCC1(C)C(=O)Nc1cc(OC)ccc1OC (stereo not given)	-7%	-1%	i	8%	1%	31	i	-21%	-33%
41	COc1ccccc1CN(C(=O)CCl)C(C(=O)NC1CCCCC1)c1ccncc1 (stereo not given)	-4%	9%	i	19%	0%	6	i	10%	29%
42	Cc1cc(C)c2c(=O)[nH]c(SCC(=O)Nc3ccccc3)nc2n1	6%	-12%	-19%	-9%	-3%	0	i	70%[activator]	14%
43	COc1cccc(NC(=O)/C=C/c2ccc([N+](=O)[O-])cc2)c1	4%	21%	-30%	-14%	-3%	-16	i	-16%	38%
44	NC(=O)c1oc2ccccc2c1NC(=O)C1CC(=O)N(c2ccccc2)C1 (stereo not given)	0%	4%	i	18%	0%	18	i	-15%	12%
45	S=c1[nH]nc(COc2ccccc2)n1-c1ccc(Cl)cc1	5%	0%	-13%	4%	8%	-21	i	-22%	10%
46	COc1ccc(CCNC(=O)CCCn2c(=O)c3ccccc3n(Cc3ccccc3C#N)c2=O)cc1OC	1%	-26%	-5%	10%	x	x	x	15%	16%
47	COc1cccc(CNc2ncnc3cc(OC)c(OC)cc23)c1	4%	6%	i	-1%	-4%	0	i	6%	2%
48	CCN1CCN(C(=S)Nc2ccc3nc(N4CCN(C)CC4)cc(C)c3c2)CC1	-3%	-2%	-13%	9%	0%	-4	i	0%	x
